# From PubChem BioAssay
# All columns: NCI-60 one-dose screen, growth in % after 48 h at 10 µM unless noted; 100 = growth as untreated, 0 = no growth, -100 = all killed.
# SK-MEL-5: SK-MEL-5 melanoma | 80,000 tested, 6.4% active | AID 1794755
# M14: M14 melanoma | 80,000 tested, 6.2% active | AID 1794745
# A549/ATCC: A549/ATCC NSCLC. AID 1794740. 81,000 tested, 3.7% active
# HOP-92: HOP-92 NSCLC cells; AID 1794738; 71,000 tested, 6.3% active
# EKVX: EKVX NSCLC. AID 1794765. 71,000 tested, 3% active
# CCRF-CEM: CCRF-CEM leukemia | 77,000 tested, 7% active | AID 1794778
# HOP-62: HOP-62 NSCLC; 80,000 tested, 3.9% active
# LOX IMVI: LOX IMVI melanoma; AID 1794757; 79,000 tested, 7.4% active
# An asterisk follows results filed as active; . = no result given. The calls were made as follows: active = growth percent below 10; inactive = the rest.
SMILES,SK-MEL-5,M14,A549/ATCC,HOP-92,EKVX,CCRF-CEM,HOP-62,LOX IMVI
O=C(CCc1nnc(-c2cccnc2)o1)c1nc2ncccc2[nH]1,100,99,96,98,92,116,100,89
Nc1nc(C(F)(F)F)ccc1C(=O)N/N=C/c1c(Cl)cccc1Cl,88,115,116,92,92,88,103,82
CC(C)[C@@H](C)/C=C/[C@@H](C)[C@H]1CCC2=C3C=CC4=CC(=O)CC[C@]4(C)[C@H]3CC[C@@]21C,90,99,77,87,99,82,104,101
CC1CCC2(CC1)N=C(N)NC(Nc1ccc(S(N)(=O)=O)cc1)=N2 (stereo not drawn),97,.,107,98,105,99,98,101
Nc1ccc(C(=O)Nc2ccc(Nc3ccncc3)cc2)cc1,90,102,101,91,96,101,105,99
O=S(=O)(NCCCNc1cc(-c2cn(-c3ccccc3)nc2-c2cccc(O)c2)ccn1)c1ccc(Br)cc1,-56*,0.5*,17,-5.7*,30,12,16,-30*
CCC(=O)C(C#N)c1ccccc1 (stereo not drawn),104,91,98,108,96,105,93,97
CCOc1c(OC)cc2c(c1O)C(=O)N[C@@H]1[C@@H](O)[C@@H](O)[C@H](O)C[C@@H]21,101,105,95,85,98,103,99,98
CC(C)S(=O)(=O)O,105,101,106,103,.,101,95,99
COc1ccc(C2=C/C(=C\c3ccc(O)c(OC)c3)C(=O)N2Cc2ccccc2)cc1,94,103,83,78,99,87,90,97
Cc1cc2c(cc1C)Nc1sc(N)nc1C(=O)N2,112,109,96,79,.,88,97,102
Cc1ccc2c(-c3nnc(N)s3)cc(=O)oc2c1C,101,101,104,106,97,39,101,101
CCn1cc(C(=O)O)c(=O)c2cc(F)c(N3CCN(C(=O)c4ccc([N+](=O)[O-])cc4)C(C)C3)c(F)c21 (stereo not drawn),99,103,102,100,101,100,93,90
CCCCSc1nc(N)nc2c1ncn2C1OC(CO)C(O)C1O (stereo not drawn),.,107,92,109,99,112,104,103
c1ccc2nc3ccccc3nc2c1,101,98,107,111,97,103,98,107
CC(=O)O[C@H]1C[C@H](n2cc(F)c(N)nc2=O)O[C@]1(C)CO,98,89,46,82,96,27,63,77
Oc1c(Cl)c(Cl)c(Cl)c2ccccc12,92,103,107,82,100,105,98,96
Cc1ccc(-c2cc(-c3ccc(Br)s3)[nH]c(=O)c2C#N)s1,96,107,103,90,91,102,100,96
COc1ccc(S(=O)(=O)NC(=O)NC2C(O)OC(CO)C(O)C2O)cc1 (stereo not drawn),104,99,100,108,105,96,96,106
CC[C@H](C)[C@H](NC(=O)[C@@H](CCSC)NC(=O)[C@@H](CCC(N)=O)NC(=O)CNC(=O)[C@H](CCCCN)NC(=O)[C@H](CC(C)C)NC(=O)[C@@H](CCCNC(=N)N)NC(=O)[C@H](CC(C)C)NC(C)=O)C(=O)N[C@H](Cc1ccc(O)cc1)C(=O)N[C@@H](CC(C)C)C(=O)N[C@H](CCCNC(=N)N)C(=O)N[C@H](CCCNC(=N)N)C(=O)N[C@H](CCCNC(=N)N)C(=O)N[C@H](CCCNC(=N)N)C(=O)N[C@H](CCCNC(=N)N)C(=O)N[C@H](CCCNC(=N)N)C(=O)N[C@H](CCCNC(=N)N)C(=O)N[C@H](CCCNC(=N)N)C(=O)O,93,97,103,108,101,92,112,106
Cc1cc(C)nc(NS(=O)(=O)c2ccc(Nc3ccc4c5c(n(CCCN(C)C)c(=O)c4c3)-c3ccccc3C5=O)cc2)n1,86,90,52,90,91,42,70,73
COc1ccc(-c2nc(NCC(=O)c3ccc(Cl)cc3)[nH]c(=O)c2C#N)cc1,104,101,94,111,101,121,94,99
Cc1ccccc1N1CCN(C(=S)c2ccccc2)CC1,97,101,87,98,96,114,95,92
NC(N)=N/N=C/c1ccccc1F,137,105,98,96,111,100,92,102
NC(=O)C(=O)c1c[nH]c2ccccc12,112,104,104,106,99,97,101,94

# (listing goes on)
SMILES,SK-MEL-5,M14,A549/ATCC,HOP-92,EKVX,CCRF-CEM,HOP-62,LOX IMVI
CN(C)c1ncnc2c1ncn2C1CCCCO1 (stereo not drawn),107,105,104,71,102,95,110,101
CN1C(=O)C(C2=NN(C=O)C(c3ccc(Cl)cc3)C2)C(=O)N(C)C1=O (stereo not drawn),60,58,50,76,79,48,42,60
COc1ccc(-c2nc3sc4c(c3c(=O)[nH]2)CCCCCC4)cc1,53,34,50,73,.,30,36,.
Cc1nn(-c2ccccc2)c2c1N=c1s/c(=C\c3ccc(Cl)cc3)c(=O)n1C(C)N2 (stereo not drawn),98,94,88,68,95,69,88,90
O=C1Nc2ccccc2C1C1c2ccccc2NC(=O)N1Cc1ccccc1 (stereo not drawn),106,97,91,88,109,99,97,98
COc1ccc(C2=NN3C(C2)c2cc(Br)ccc2OC3c2ccncc2)cc1 (stereo not drawn),93,87,72,83,84,70,80,62
COc1cc(/C=C/C(=O)c2cnn(-c3cc(=O)[nH]c4ccc(Cl)cc34)c2C)cc(OC)c1OC,-89*,-49*,-17*,-12*,-4.3*,-17*,-68*,-61*
Cn1cc(-c2cc3nc(-c4cn(C)c5ncccc45)cc(N)n3n2)c2cc(Cl)ccc21,-99*,-91*,-4.1*,.,-39*,-14*,-94*,-100*
CCOC(=O)C1=C(c2ccccc2)N=C2SC3C(=NN(c4ccccc4)C3c3ccc(Br)cc3)N2C1c1ccc(Br)cc1 (stereo not drawn),97,95,94,71,90,87,103,88
CCC(NC(=O)[C@H](CNC(=O)OCc1ccccc1)CC(C)C)C(=O)C(=O)NCc1cc(OC)cc(OC)c1 (stereo partly drawn),80,96,74,89,84,76,107,99
COc1ccc(-c2nc3sc(C)cn3c2/C=C/C(=O)c2cc(OC)c(OC)c(OC)c2)cc1,4.1*,43,57,46,34,37,90,49
COc1ccc(C2=NN(C(=O)c3ccc(S(C)(=O)=O)cc3)C(c3ccccc3)C2)cc1 (stereo not drawn),86,110,87,.,94,106,100,102
CC(=O)NC(N)=S,107,127,96,90,118,87,110,102
Cc1nc2ccccc2c(=O)n1C,102,114,103,138,97,109,102,.
O=C(NNc1ccccc1)OCc1ccccc1,101,18,71,82,91,22,100,21
CN1CCN(Cc2ccc(NC(=O)c3cncc(C#Cc4cnc(N)c5ncccc45)c3)cc2)CC1,86,104,94,94,106,86,106,102
Cc1cccc(Oc2ncccc2[N+](=O)[O-])c1C,105,112,106,88,140,92,111,.
COc1ccc(-c2c(C#N)c(N)nc3c2CCCC3C)cc1 (stereo not drawn),86,94,84,81,94,84,98,88
CC1CNC(=S)O1 (stereo not drawn),99,108,88,95,101,91,106,98
COCC1=C(C(=O)OC(C)OC(=O)OC(C)C)N2C(=O)[C@@H](NC(=O)/C(=N/OC)c3csc(N)n3)[C@H]2SC1 (stereo partly drawn),102,103,108,99,100,101,104,102
OCCSc1ccccc1,104,100,101,125,110,89,91,95
O=C(/C=C/C=C/c1ccc2c(c1)OCO2)NN=C(c1ccc(F)cc1)c1ccc(F)cc1,.,102,102,87,98,91,105,91
Cc1ccccc1CC(=O)O,104,103,109,104,85,119,112,113
O=CN1N=C(c2ccc(F)cc2)CC1c1cn(Cc2ccc(Cl)cc2)c2ccccc12 (stereo not drawn),73,106,70,68,55,63,77,90
CCN(C(=O)N1CCN(c2cc3c(cc2F)c(=O)c(C(=O)O)cn3C2CC2)CC1)c1nc(-c2ccc(Cl)cc2)cs1,-28*,23,13,-19*,17,21,14,5.3*

# Further records follow.
SMILES,SK-MEL-5,M14,A549/ATCC,HOP-92,EKVX,CCRF-CEM,HOP-62,LOX IMVI
Nc1nc(Nc2ccncc2)nn1Cc1cccc(Br)c1,99,120,109,137,102,103,112,101
Nc1nc(SCc2ccccc2)c2ncn(C3CCCO3)c2n1 (stereo not drawn),95,105,108,72,93,80,86,93
COc1ccc2c(c1)nnn1c3ncccc3c(Br)c21,98,105,101,47,51,114,85,84
O=C(Cn1ccnc1)NC(c1ccccc1)c1ccccc1,100,102,105,.,97,108,96,98
O=C(Nc1ccc(Br)cc1)Nc1ccc(F)c(C(=O)c2c[nH]c3ncccc23)c1F,89,87,96,80,82,92,91,65
COc1ccc(C(=O)CSc2nc(Nc3cccc(S(N)(=O)=O)c3)cc(-c3ccccc3)n2)cc1,97,98,92,.,96,83,119,103
CCCCCCCCCCCc1nc2ccccc2s1,100,104,101,113,99,103,100,105
Cc1ccc(-n2cnc3c(NC(=O)Nc4ccccc4)ncnc32)cc1,94,108,97,104,93,113,103,98
CCC/C=C(/C=O)CC,102,104,.,99,96,110,93,95
CC(=O)C(C(C)=O)c1nc2sc3cc(Cl)ccc3n2c(=N)c1C#N,75,97,99,56,71,92,82,80
C[n+]1c(/C=C\C=C\N2CCCCC2)sc2ccccc21,-60*,0.4*,-14*,-42*,5.8*,8.7*,-29*,14
CN(C)c1ccc(-c2cc(-c3cccc(Br)c3)n[nH]2)cc1,97,96,91,97,66,90,74,93
O=C1c2cccc3cccc(c23)C(=O)N1CCCN[C@@H]1CCC[C@H]1NCCCN1C(=O)c2cccc3cccc(c23)C1=O,78,69,35,63,68,93,60,37
Cc1ccc(-n2nc3c(c(C#N)c2=O)CC(c2ccoc2)C([N+](=O)[O-])=C3O)cc1 (stereo not drawn),98,105,98,110,100,118,94,98
COc1ccc(-c2nn(-c3cccc(NC(=O)Nc4cccc(C(F)(F)F)c4)c3)cc2-c2ccncc2)cc1Cl,2.7*,4.6*,7.5*,.,.,2.2*,25,23
COc1cc(C(=O)N/N=C/c2cc3ccc(OCc4ccccc4)cc3nc2OC)cc(OC)c1OC,63,88,82,74,88,87,101,91
CC(=O)OCCN1C(=O)c2ccccc2C1=O,110,90,100,80,94,98,98,93
Cc1coc(NS(=O)(=O)c2ccc(N=Nc3c(N)n(C)c(=O)n(C)c3=O)cc2)c1C,105,105,108,.,.,95,88,86
CCCCNC(=O)/C=C\C(=O)O,107,90,99,.,103,.,96,.
NC(=S)Nc1cccc(NC(N)=S)c1,91,125,94,105,101,96,119,.
CCc1ccc(-c2ccc(NC3CCCCCC3)nn2)cc1S(N)(=O)=O,98,104,98,94,.,.,120,100
